Assay outcomes from PubChem.
PfGluPho inh: PfG6PD enzyme inhibitors, primary screen, biochemical, fluorescence intensity, uHTS; 350,000 tested, 0.78% active; inhibition, % at 20 µM; PfGluPho enzyme, NADPH resazurin-diaphorase fluorescence;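 active = inhibition reaching at least a set limit at 20 µM in the primary screen, cut at about 59% in these data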;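 note: 0% = DMSO wells with substrate and 100% = DMSO wells lacking glucose-6-phosphate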
SENP8 block-1: human SENP8 protease inhibitors, primary screen, biochemical, fluorescence, Nedd8 protein substrate, uHTS. Sentrin-specific protease 8 (Homo sapiens), Q96LD8. recombinant SENP8. inhibition, % at 20 µM. 360,000 tested, 0.64% active. AID 602440, 2012; in the data active = inhibition mostly above about 40%, no sharp cut-off; inactive = mostly below about 27%
SENP8 block-2: SENP8 protease inhibitors, primary screen, biochemical, luminescence; purified SENP8, Z-RLRGG-aminoluciferin cleavage; inhibition, % at 10 µM; 330,000 tested, 1.2% active; AID 2540, 2010; in the data active = inhibition above about 50%
HKDC1 inh: HKDC1 hexokinase inhibitors, primary screen, biochemical, fluorescence, uHTS; AID 493160, 2011; Q2TB90; inhibition, % at 20 µM; 340,000 tested, 0.16% active; recombinant HKDC1, G6PDH/diaphorase resazurin coupled fluorescence;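 active = inhibition above about 35% when tested at 20 µM, limit read from the data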;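 note: plate controls were DMSO wells with enzyme for no effect and DMSO wells lacking enzyme for full effect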
Target sequence (Q2TB90 whole entry, looked up): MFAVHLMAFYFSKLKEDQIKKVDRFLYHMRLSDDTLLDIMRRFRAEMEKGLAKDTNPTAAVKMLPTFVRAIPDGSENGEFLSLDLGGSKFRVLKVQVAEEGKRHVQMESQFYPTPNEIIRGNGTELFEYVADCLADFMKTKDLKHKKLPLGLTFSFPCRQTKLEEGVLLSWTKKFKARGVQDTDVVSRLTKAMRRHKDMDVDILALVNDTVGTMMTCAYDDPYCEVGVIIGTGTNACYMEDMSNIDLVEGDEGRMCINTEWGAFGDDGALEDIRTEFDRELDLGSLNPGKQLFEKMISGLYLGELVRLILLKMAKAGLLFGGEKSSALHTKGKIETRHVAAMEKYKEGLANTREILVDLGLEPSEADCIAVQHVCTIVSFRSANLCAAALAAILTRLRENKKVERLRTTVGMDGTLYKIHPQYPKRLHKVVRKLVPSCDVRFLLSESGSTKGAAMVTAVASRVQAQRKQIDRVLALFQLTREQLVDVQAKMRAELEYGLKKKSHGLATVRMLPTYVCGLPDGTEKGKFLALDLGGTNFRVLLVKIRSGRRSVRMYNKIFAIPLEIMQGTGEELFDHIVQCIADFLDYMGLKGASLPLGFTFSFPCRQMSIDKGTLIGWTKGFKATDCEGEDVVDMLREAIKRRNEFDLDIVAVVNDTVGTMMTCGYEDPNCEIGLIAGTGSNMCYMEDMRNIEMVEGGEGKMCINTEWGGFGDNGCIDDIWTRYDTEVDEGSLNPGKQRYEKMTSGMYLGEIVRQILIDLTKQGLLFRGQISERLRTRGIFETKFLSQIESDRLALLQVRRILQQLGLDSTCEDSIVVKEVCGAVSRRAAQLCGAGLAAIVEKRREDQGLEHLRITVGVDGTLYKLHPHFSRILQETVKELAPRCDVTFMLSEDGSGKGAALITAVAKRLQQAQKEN
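Assay system: recombinant HKDC1 hexokinase; detection: coupled resazurin fluorescence, excitation 525 nm, emission 613 nm; benchmarks: DMSO-plus-enzyme-mix negative control, buffer-substituted positive control; compound dosing: single 20 µM dose; schedule: 90 min at room temperature in dark; also added: glucose plus 1 mM ATP as hexokinase substrates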
Apaf-1 inh: inhibitors of human Apaf-1 apoptosome, primary screen, biochemical, DEVD-Rh110 fluorescence, uHTS | reconstituted apoptosome caspase-3 activity | AID 489030, 2010 | inhibition, % at 20 µM | Apoptotic protease-activating factor 1 (Homo sapiens), O14727 | 330,000 tested, 0.71% active; active = inhibition of at least 40% at 20 µM;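 note: plate controls were DMSO wells for no effect and DEVD-CHO caspase inhibitor wells for full effect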
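Material: reconstituted apoptosome with Apaf-1, cytochrome c, caspase-9, procaspase-3, dATP. Technique: Rh110 fluorescence intensity. Buffer or medium: pH 7.5 Hepes buffer with CHAPS, BSA, DTT. Times: 30 min plus 50 min, RT.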
SENP6 block: SENP6 protease inhibitors, primary screen, biochemical, luminescence, uHTS; Sentrin-specific protease 6 (Homo sapiens), Q9GZR1; Recombinant SENP6 catalytic domain, aminoluciferin luminescence; inhibition, % at 10 µM; 330,000 tested, 1.8% active;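 active = inhibition above about 50% at the single tested dose, limit read from the data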;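 note: plate controls were DMSO wells with enzyme for no effect and DMSO wells lacking enzyme for full effect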
SENP7 block: SENP7 protease inhibitors, primary screen, biochemical, luminescence, uHTS; Sentrin-specific protease 7 (Homo sapiens), Q9BQF6; recombinant SENP7, Z-RLRGG-aminoluciferin luminescence, 40 min; inhibition, % at 5 µM; 330,000 tested, 1.5% active; AID 434973, 2010;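 active = inhibition above about 50% at the single test dose, limit read from the data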;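 note: plate controls were DMSO with enzyme for no effect and no enzyme buffer wells for full effect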
SENP1 FRET inh: human SENP1 catalytic domain inhibitors, primary screen, biochemical, FRET, uHTS; recombinant SENP1 catalytic domain, CyPet-SUMO1-YPet FRET cleavage; inhibition, % at 10 µM; AID 624204, 2012; 360,000 tested, 0.21% active; Sentrin-specific protease 1 (Homo sapiens), Q9P0U3;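 active = inhibition at least 30% at 10 µM, raw YFP signal under a set limit, fluorescence ratio 0.5 to 1.5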;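 note: 0% = enzyme with DMSO and 100% = no enzyme wells; some results filed as inactive read as strong as hits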
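Test system: recombinant human SENP1 catalytic domain, His6-tagged / Medium: pH 8 Tris buffer with EDTA, NaCl, BME, BSA, NP40, catalase / Also added: SUMO1 FRET substrate flanked by Cypet and Ypet, 25 nM / Times: 50 min reaction at room temperature / Signal: FRET, CFP and YFP emission / Control set: no-enzyme low control and enzyme-plus-DMSO high control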
Active calls of the source: *; i = inactive; . = no result given.

SMILES	PfGluPho inh	SENP8 block-1	SENP8 block-2	HKDC1 inh	Apaf-1 inh	SENP6 block	SENP7 block	SENP1 FRET inh
Cc1ccc(S(=O)(=O)Nc2ccc3c(c2)C(=O)N([C@H](C)CO)C[C@@H](C)[C@@H](CN(C)C(=O)Nc2cccc4ccccc24)O3)cc1	15	-150	-1	13	16	17	13	-1
COc1ccc(-c2cc(C(=O)N3CCOCC3)c3cc(C)ccc3n2)cc1	19	-251	-8	0	6	-7	1	-4
CC(C)(C)c1ccc(S(=O)(=O)N2CCN(c3ccccn3)CC2)cc1	-3	7	0	-8	7	2	-2	-1
CC1CCN(c2c(NCC3CCC(C(=O)N4CCCC(C)C4)CC3)c(=O)c2=O)CC1 (stereo not drawn)	10	7	5	-9	0	2	2	-1
CCN1CCc2c(C#N)c(N3CCCCC3)nc(N3CCOCC3)c2C1	-4	i	-11	-2	9	-8	-7	-51
CC1CCCC(NC(=O)COC(=O)CCC2CCCC2)C1C (stereo not drawn)	-4	25	-1	0	9	-8	3	2
CCN(CC)C(=O)c1c(Cl)nc(C)c([N+](=O)[O-])c1C	19	25	-5	-14	6	-15	-9	3
COc1ccc(CCNCC(O)COc2cccc(Br)c2)cc1OC (stereo not drawn)	-2	28	-4	0	-12	-12	2	-6
CCCc1c(O)nc(SCC(=O)N2CCCCC2)[nH]c1=O	1	10	-9	-2	1	0	-12	0
COCCN(C(=O)CSc1n[nH]c(-c2ccccc2)n1)c1c(N)n(Cc2ccccc2)c(=O)[nH]c1=O	-7	-1	1	-2	0	-2	-3	0
O=C(CN1CCN(Cc2ccccc2)CC1)N/N=C/c1ccco1	14	14	-1	-5	-28	-17	4	1
CCc1cc2c(NCCO)ncnc2s1	2	-171	-3	-1	3	-15	1	-10
O=C(Nc1ccc(N2CCN(C(=O)c3ccco3)CC2)c(Cl)c1)c1cccs1	35	16	-18	-1	22	-3	-11	1
N#CCSc1nc(-c2ccccc2)nc2ccccc12	5	8	20	-1	7	15	9	0
S=C(NCc1ccccc1)NCC1COc2ccccc2O1 (stereo not drawn)	-4	10	1	-5	-7	-1	-3	-1
CC(C)Cc1nc(N2CCN(C(=O)c3ccco3)CC2)c(C#N)c2c1CCCC2	-4	-429	0	-3	33	-2	2	-2
COc1ccc(N2CCN(CCCNC(=O)C(=O)c3c(C)n(C)c4ccccc34)CC2)cc1	-2	29	6	-6	9	-20	2	4
Cc1ccc(S(=O)(=O)Cc2ccc(C(=O)N3CCCCCC3)o2)cc1	0	6	1	-8	-6	-4	-1	-4
O=S(=O)(c1ccc(NC2CCCCC2)cc1)N1CCOCC1	-3	20	-6	-3	-5	-22	-3	-1
CCN(CC(=O)Nc1ccc([N+](=O)[O-])cc1OC)c1ccccc1	-1	19	-1	-6	16	16	11	2

Brought forward from above: five compounds, followed by the next part.
SMILES	PfGluPho inh	SENP8 block-1	SENP8 block-2	HKDC1 inh	Apaf-1 inh	SENP6 block	SENP7 block	SENP1 FRET inh
CC(C)Cc1nc(N2CCN(C(=O)c3ccco3)CC2)c(C#N)c2c1CCCC2	-4	-429	0	-3	33	-2	2	-2
COc1ccc(N2CCN(CCCNC(=O)C(=O)c3c(C)n(C)c4ccccc34)CC2)cc1	-2	29	6	-6	9	-20	2	4
Cc1ccc(S(=O)(=O)Cc2ccc(C(=O)N3CCCCCC3)o2)cc1	0	6	1	-8	-6	-4	-1	-4
O=S(=O)(c1ccc(NC2CCCCC2)cc1)N1CCOCC1	-3	20	-6	-3	-5	-22	-3	-1
CCN(CC(=O)Nc1ccc([N+](=O)[O-])cc1OC)c1ccccc1	-1	19	-1	-6	16	16	11	2
O=c1ccc2cc(S(=O)(=O)Nc3ccc(F)cc3)ccc2o1	3	27	-7	-4	-6	-10	-3	1
Cc1ccn2cc(CSc3ccccc3N)nc2c1	-2	8	-18	-4	-4	10	33	-1
O=C(CCN1C(=O)/C(=C/c2ccccc2Cl)SC1=S)NNC(=O)c1ccccc1O	-19	19	2	-8	19	-1	-2	1
Cc1n[nH]c(=O)c2c(NC(=O)COC(=O)Cc3c(F)cccc3Cl)oc(C)c12	16	-4	4	0	9	-10	6	-7
CC(/C=C/c1ccccc1)=N/NC(=O)c1cccc(Br)c1	-18	5	-8	7	15	-5	-7	-1
CCOC(=O)c1cccc(NC(=O)Nc2cc(OC)ccc2OC)c1	17	9	-6	7	17	-6	-5	2
CCCn1c(N)c(C(=O)CSc2nnc(-c3ccoc3C)n2C)c(=O)n(C)c1=O	12	7	-8	0	-4	7	-9	1
Cc1cccc(NC(=O)C(=O)NCc2ccccn2)c1	1	3	-6	-11	-29	-7	-7	1
O=[N+]([O-])c1ccccc1S(=O)(=O)NCCSCc1ccco1	13	9	-3	-4	4	0	-3	2
COc1ccc(Cl)cc1NC(=O)C1CCCN(S(C)(=O)=O)C1 (stereo not drawn)	-15	12	-2	4	-12	-2	-1	-1
CN1CCN(c2ccccc2NC(=O)COc2ccc(Br)cc2)CC1	16	20	-1	7	-6	-5	1	1
CC1CCC2(CC1)NC(=O)N(CC(=O)c1ccc(CNC(=O)C(C)(C)C)s1)C2=O (stereo not drawn)	5	12	3	0	-2	2	13	0
FC(F)Sc1nnc(-c2cccs2)n1-c1ccccc1	-8	7	5	3	-16	-7	1	1
COC(=O)CSc1nc(C)cc(C)c1C#N	-2	-28	-7	-9	4	-9	-8	-1
O=C(NNC(=O)C1CCCCC1)C(=O)NC1CCCCC1	-13	10	-7	-8	-4	-9	-8	4
COC(=O)Cc1c(O)ccn(CCc2c[nH]c3ccc(OC)cc23)c1=O	-1	7	1	-5	7	-9	2	-2
CCN1C(=O)C(CC(=O)Nc2ccc(OC)cc2)N(CCc2ccccc2)C1=S (stereo not drawn)	8	12	2	-2	8	10	7	1
CCOc1cc(/C=C(\CC(=O)O)c2nc3ccccc3s2)ccc1OC	-10	-477	-12	-2	3	-5	-7	-1
CC(C)C[C@@H]1CN=C(N)N1C[C@@H]1CCCN1C[C@H](C)N1C[C@@H](Cc2ccccc2)N(CCc2ccc(Cl)c(Cl)c2)C1=N	10	19	-7	-5	63*	-3	-7	1
COc1ccc(OC)c(NC(=O)c2ccccc2NS(=O)(=O)c2cccc3cccnc23)c1	-14	18	-5	-1	9	-7	5	2

Arranged by value in SENP7 block (rising): 6 of the compounds above.
| Structure | SENP7 block |
| --- | --- |
| CCOc1cc(/C=C(\CC(=O)O)c2nc3ccccc3s2)ccc1OC | -7 |
| CCOC(=O)c1cccc(NC(=O)Nc2cc(OC)ccc2OC)c1 | -5 |
| O=[N+]([O-])c1ccccc1S(=O)(=O)NCCSCc1ccco1 | -3 |
| O=C(CCN1C(=O)/C(=C/c2ccccc2Cl)SC1=S)NNC(=O)c1ccccc1O | -2 |
| FC(F)Sc1nnc(-c2cccs2)n1-c1ccccc1 | 1 |
| Cc1n[nH]c(=O)c2c(NC(=O)COC(=O)Cc3c(F)cccc3Cl)oc(C)c12 | 6 |

Single entries from above:
In Apaf-1 inh, CCCn1c(N)c(C(=O)CSc2nnc(-c3ccoc3C)n2C)c(=O)n(C)c1=O reads -4
In PfGluPho inh, CCN1C(=O)C(CC(=O)Nc2ccc(OC)cc2)N(CCc2ccccc2)C1=S (stereo not drawn) reads 8
In SENP8 block-1, FC(F)Sc1nnc(-c2cccs2)n1-c1ccccc1 reads 7

Carrying on.
SMILES	PfGluPho inh	SENP8 block-1	SENP8 block-2	HKDC1 inh	Apaf-1 inh	SENP6 block	SENP7 block	SENP1 FRET inh
O=C(c1ccc(S(=O)(=O)N2CCCCCC2)cc1)N1CCCC(C(F)(F)F)C1 (stereo not drawn)	-1	7	3	34	-1	-10	1	-2
O=C(NNC(=S)Nc1ccccc1)c1cc(Br)ccc1Cl	-4	-9	-4	-5	1	5	2	0
O=C(Cc1cccs1)Nc1cccc(-c2nc3ccccc3o2)c1	4	-11	-1	-6	4	-9	2	2
O=C(c1cccc(S(=O)(=O)N2CCOCC2)c1)N1CCCCCC1	-18	4	-2	11	1	13	6	1
CCN(CC)S(=O)(=O)c1ccc(Cl)c(C(=O)NC2CCN(Cc3ccccc3)CC2)c1	-7	21	-3	-3	3	5	3	1
CC(OC(=O)c1c2c(nc3ccccc13)/C(=C\c1ccc3c(c1)OCO3)CCC2)C(=O)Nc1ccc(S(N)(=O)=O)cc1 (stereo not drawn)	4	-419	.	5	.	.	.	-23
COc1ccccc1C(=O)NCCC(=O)Nc1ccc(S(=O)(=O)N2CCCC(C)C2)cc1 (stereo not drawn)	7	8	-2	4	7	-9	7	0
Cc1cccc(C)c1C(OCCN(C)C)C1CCCCC1 (stereo not drawn)	-8	40	0	-12	4	0	2	3
